From PubChem BioAssay
4-MU autofl: qHTS Assay for Spectroscopic Profiling in 4-MU Spectral Region; 59,000 compounds, 11% hits; max dye-equivalent concentration, M; compound autofluorescence, 340/450 nm, 4-MU equivalents; hits give high values; in the data active means max dye-equivalent concentration above about 10 nM; inconclusive means mostly about 1.1 nM to 9.6 nM
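Compounds in 100 mM Tris, pH 8.0, sat 15 min at room temperature before fluorescence was read at 340 nm excitation/450 nm emission; a per-plate six-point 4-MU standard curve converted signals to dye-equivalent concentration at each compound concentration.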
Casp1 inh: qHTS Assay for Allosteric/Competitive Inhibitors of Caspase-1 | Potency, µM (highest dose often 57.5 µM), inactives show top-dose activity change, negative = inhibition, most hits filed as inhibitors | Caspase-1 enzyme, Ac-WEHD-AFC fluorogenic rate | AID 900, 2007 | P29466 | 75,000 compounds, 0.03% hits;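 further: potency means the concentration at half of the fitted maximal effect; plate controls were vehicle for no effect and no substrate for full effect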
Target sequence (P29466 120-297 limits assumed): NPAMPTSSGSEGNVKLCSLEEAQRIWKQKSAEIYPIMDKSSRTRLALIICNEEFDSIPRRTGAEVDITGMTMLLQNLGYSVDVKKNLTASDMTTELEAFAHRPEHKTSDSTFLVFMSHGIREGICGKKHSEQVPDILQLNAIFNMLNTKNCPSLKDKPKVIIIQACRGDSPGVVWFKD
Target sequence (P29466 317-404 limits assumed): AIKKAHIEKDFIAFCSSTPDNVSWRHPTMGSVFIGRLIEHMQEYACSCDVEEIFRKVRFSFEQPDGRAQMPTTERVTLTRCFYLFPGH
USP2a inh: qHTS Assay for Inhibitors of Ubiquitin-specific Protease USP2a; AID 927, 2007; Ubiquitin carboxyl-terminal hydrolase 2 (Homo sapiens), O75604; Potency, µM (highest dose often 38.3 µM), without a hit: at the highest dose activity change, negative = inhibition, most hits filed as inhibitors; USP2a enzymatic assay, qHTS inhibition; 60,000 compounds, 0.1% hits;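 further: potency means the concentration at half of the fitted maximal effect; nearly all actives have a fitted effect of over 60% in size; plate controls were DMSO for no effect and NEM full inhibition control for full effect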
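Inhibition is measured in a cell-free coupled assay with 20 nM USP2 core, 20 nM Ub-PLA2 and 20 uM NBD C6-HPC, 2.5 h incubation. Activity normalized to NEM control.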
Fluorescein autfl: qHTS Assay for Spectroscopic Profiling in Fluorescein Spectral Region | Compound autofluorescence, 480/540 nm, fluorescein-equivalent; hits give high values | max fluorescein-equivalent concentration, M | 59,000 compounds, 0.91% hits | AID 593, 2007; in the data active means max fluorescein-equivalent concentration above about 10 nM; inconclusive means between about 1.1 nM and that limit
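Values reflect compound autofluorescence, normalized to fluorescein on the same plate and reported at each tested concentration. Conditions: 100 mM Tris pH 8.0, room temperature, 15 min, excitation 480 nm, emission 540 nm.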
HEK293 cAMP ctrl: qHTS Assay for Agonists of the Thyroid Stimulating Hormone Receptor: Activators of Intracellular cAMP Concentrations in Parental HEK 293 | parental HEK293 CNG cAMP sensor, membrane potential fluorescence | Potency, µM (doses to about 57.1 µM), for inactives: at the highest dose activation, most hits filed as activators | 73,000 compounds, 2.5% hits; further: potency means the concentration at half of the fitted maximal effect; % of control where 0% means no effect; nearly all actives have a fitted effect of over 55% in size
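Parental HEK 293 cells stably expressing a cAMP-gated CNG channel were loaded with membrane potential dye containing 100 uM RO 20-1724 for 60 min. Compound added for 30 min; depolarization read as fluorescence intensity at 590 nm.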
Texas Red fluor: qHTS Assay for Spectroscopic Profiling in Texas Red Spectral Region; Compound fluorescence, Texas Red channel, 547/618 nm; hits give high values; max dye-equivalent concentration, M; 59,000 compounds, 0.06% hits; in the data active means max dye-equivalent concentration above about 10 nM; inconclusive means between about 1.1 nM and that limit
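Spectral interference profiling: each compound concentration's relative fluorescence, read with a 547 nm excitation and 618 nm emission filter pair, was normalized to a per-plate Texas Red standard curve.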
Casp7 inh: qHTS Assay for Allosteric/Competitive Inhibitors of Caspase-7; Potency, µM (titrated, usually from 57.5 µM), without a hit: at the highest dose activity change, negative = inhibition, hits mostly inhibitors; 75,000 compounds, 0.02% hits; recombinant caspase-7, Ac-DEVD-AFC fluorescence rate; AID 889, 2007; P55210; active means well fitted inhibition curve with a large enough effect in the main read-out, with a control signal flat, not every such curve was filed as active; inconclusive means small, poorly fitted or top-dose-only effect, or a change in a side signal; further: potency means the concentration at half of the fitted maximal effect; % of control where 0% means no effect
Target sequence (P55210 24-198 limits assumed): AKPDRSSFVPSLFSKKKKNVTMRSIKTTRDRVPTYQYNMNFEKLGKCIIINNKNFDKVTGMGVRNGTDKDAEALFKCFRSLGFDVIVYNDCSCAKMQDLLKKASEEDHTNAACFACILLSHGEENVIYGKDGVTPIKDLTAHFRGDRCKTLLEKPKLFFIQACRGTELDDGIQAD
Target sequence (P55210 207-303 limits assumed): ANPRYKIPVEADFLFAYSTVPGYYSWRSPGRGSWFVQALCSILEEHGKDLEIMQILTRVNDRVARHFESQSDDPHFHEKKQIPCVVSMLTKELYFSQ
BRCT PPI red: qHTS Assay for Inhibitors of BRCT-Phosphoprotein Interaction (Red Fluorophore); Breast cancer type 1 susceptibility protein (Homo sapiens), P38398; BRCT-phosphopeptide binding, red fluorescence polarization; Potency, µM (doses to about 76.9 µM), without a hit: at the top dose activity change, negative = inhibition, hits mostly inhibitors; 75,000 compounds, 0.03% hits; AID 892, 2007; further: on the % scale 0 is the no-effect control and ±100 the full control effect
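Fluorescence polarization: 100 nM His-tagged BRCA1 BRCT with 100 nM TAMRA-labelled phospho-BACH1 decapeptide, phosphate buffer pH 7.3 with 150 mM NaCl, DTT, 0.01% Tween 20; 12 min RT. Binding inhibition seen as FP decrease.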
Rhodamine fluor: qHTS Assay for Spectroscopic Profiling in Rhodamine Spectral Region; Rhodamine-region fluorescence, 547/598 nm, Tris buffer; hits give high values; max dye-equivalent concentration, M; 59,000 compounds, 0.05% hits; AID 594, 2007; in the data active means max dye-equivalent concentration above about 11 nM; inconclusive means between about 1.1 nM and that limit
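Steps: pin-transfer compounds into pH 8.0 Tris (100 mM), hold 15 min at room temperature, image with a 547/598 nm filter pair, and convert intensities to rhodamine-equivalent concentration using a six-point on-plate rhodamine series.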
BRCT inh green: qHTS Assay for Inhibitors of BRCT-Phosphoprotein Interaction (Green Fluorophore) | 75,000 compounds, 0.05% hits | Potency, µM (highest dose often 76.9 µM), without a hit: at the highest dose activity change, negative = inhibition, most hits filed as inhibitors | BRCA1 BRCT-phosphopeptide binding, green fluorescence polarization;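 further: potency means the concentration at half of the fitted maximal effect; plate controls were peptide without protein for full effect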
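Fluorescence polarization: His-tagged BRCT (~35 kDa BRCA1 C-terminus, 250 nM) bound to 100 nM fluorescein-labeled phosphorylated 10-aa BACH1 peptide, pH 7.3 phosphate buffer with DTT and Tween 20. Compounds incubated 12 min at room temperature; inhibition read as lowered polarization.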
A350 autofl: qHTS Assay for Spectroscopic Profiling in A350 Spectral Region. Compound autofluorescence, 340/450 nm, Alexa 350 dye-equivalents; hits give high values. max dye-equivalent concentration, M. 59,000 compounds, 11% hits. AID 590, 2007; in the data active means max dye-equivalent concentration above about 10 nM; inconclusive means mostly about 1.1 nM to 9.6 nM
Active calls of the source: *; i = inactive; ? = inconclusive; . = no result given; [ ] = remark or other dose. Unless noted, the call rests on the fitted dose curve; in most records, active means well fitted curve in the direction sought with a large enough effect; inconclusive means small, poorly fitted or top-dose-only effect, or another doubt; inactive means no such curve, though single readings can be large; an effect the other way counts as inactive or inconclusive. The list is partial; the hit share may differ from the screen's.

SMILES	4-MU autofl	Casp1 inh	USP2a inh	Fluorescein autfl	HEK293 cAMP ctrl	Texas Red fluor	Casp7 inh	BRCT PPI red	Rhodamine fluor	BRCT inh green	A350 autofl
Nc1ccccc1S(N)(=O)=O	3.6e-08M*	-5%[25.7 µM]	-6%[17.1 µM]	?	-3%[25.6 µM]	?	0%[25.7 µM]	0.7%[34.4 µM]	i	-1.1%[34.4 µM]	3.6e-08M*
CCCn1c2c(c(O)c(C(=O)NC)c1=O)CCCC2	i	-1%	-11%	i	23%	?	-1%	0.3%	i	0.8%	i
Cc1cc(N2CCOCC2)nc2ccc(NC(=O)CCC(=O)N3CCCCC3)cc12	1.6e-06M*	-3%	9%	i	-2%	i	0%	-0.6%	i	-1.7%	1.5e-06M*
CN1CCN2c3ccccc3Cc3ccccc3C2C1 (stereo unspecified)	1.3e-08M*	-11%	24%	?	.	i	-19%	-2.6%	i	-4.5%	1.5e-08M*
COC(=O)c1ccc(Oc2nc(Nc3ccccc3)nc(N(C)C)n2)cc1	i	-4%	38%[activator]	?	18%	i	0%	0.0%	i	2.2%	i
CCCCC(=O)NC1(C(F)(F)F)C(=O)Nc2c1c(=O)n(C)c(=O)n2C (stereo unspecified)	i	-1%	-8%	?	1%	i	0%	-0.2%	i	-3.0%	i
CCOc1ccc(-c2cn(CCC#N)cn2)cc1	i	0%	1%	i	0%	i	-1%	0.7%	i	-0.4%	i
Cc1ccc(OCC(O)Cn2c(NCCc3ccccc3)nc3c2c(=O)[nH]c(=O)n3C)cc1 (stereo unspecified)	i	3%	5%	?	-28%	?	0%	1.3%	i	-0.2%	i
COc1ccc(CC(=O)N2CC3(C)CC2CC(C)(C)C3)cc1OC (stereo unspecified)	.	-1%	22%[7.66 µM]	.	14%[11.4 µM]	.	-2%	-0.3%	.	-0.3%	.
CN(C(=O)c1ccc(NC(=O)C2CC=CCC2C(=O)O)cc1)c1ccccc1 (stereo unspecified)	i	-2%	-5%	i	1%	i	-1%	-0.9%	i	1.6%	i
CC(C)OC(=O)CN1C(=O)c2ccccc2C1=O	.	-4%	8%	.	-3%	.	0%	-0.6%	.	-1.2%	.
CC(=O)c1cnc2nc(C)nn2c1C	i	0%	1%	i	2%	i	0%	0.0%	i	1.0%	i
CCCCS/C(=C(/C#N)C(N)=O)c1cc2c([nH]1)CCCC2	i	-2%	9%	?	5µM*	i	-1%	-1.0%	i	-6.7%	i
CC(C)c1ccc2oc(=O)cc(CN3CCN(c4ccccc4)CC3)c2c1	i	-2%	-18%	i	23%	i	-2%	-0.1%	i	-0.5%	?
COc1cccc(CN2CCN(C(=O)c3ccco3)CC2)c1OC	.	-3%	3%	.	1%	.	0%	-1.6%	.	-2.1%	.

Structures above that bear a hit mark in 4-MU autofl:
SMILES | 4-MU autofl | Casp1 inh | Casp7 inh | BRCT PPI red | Rhodamine fluor | BRCT inh green | A350 autofl
Nc1ccccc1S(N)(=O)=O | 3.6e-08M* | -5%[25.7 µM] | 0%[25.7 µM] | 0.7%[34.4 µM] | i | -1.1%[34.4 µM] | 3.6e-08M*
Cc1cc(N2CCOCC2)nc2ccc(NC(=O)CCC(=O)N3CCCCC3)cc12 | 1.6e-06M* | -3% | 0% | -0.6% | i | -1.7% | 1.5e-06M*
CN1CCN2c3ccccc3Cc3ccccc3C2C1 (stereo unspecified) | 1.3e-08M* | -11% | -19% | -2.6% | i | -4.5% | 1.5e-08M*

Grouped by structure, the entries above containing an aryl methoxy group (two)
SMILES	4-MU autofl	Casp1 inh	USP2a inh	Fluorescein autfl	HEK293 cAMP ctrl	Texas Red fluor	Casp7 inh	BRCT PPI red	Rhodamine fluor	BRCT inh green	A350 autofl
COc1ccc(CC(=O)N2CC3(C)CC2CC(C)(C)C3)cc1OC (stereo unspecified)	.	-1%	22%[7.66 µM]	.	14%[11.4 µM]	.	-2%	-0.3%	.	-0.3%	.
COc1cccc(CN2CCN(C(=O)c3ccco3)CC2)c1OC	.	-3%	3%	.	1%	.	0%	-1.6%	.	-2.1%	.

(listing goes on)
SMILES	4-MU autofl	Casp1 inh	USP2a inh	Fluorescein autfl	HEK293 cAMP ctrl	Texas Red fluor	Casp7 inh	BRCT PPI red	Rhodamine fluor	BRCT inh green	A350 autofl
Cc1cccc(NC(=O)Cn2nnc(-c3ccc(CN4CCCC4)cc3)n2)c1C	i	-2%	21%	i	8%	i	-2%	-0.5%	i	-0.5%	i
Cc1[nH]c(=O)[nH]c(=O)c1S(=O)(=O)N1CCCC(C(=O)N2CCC(Cc3ccccc3)CC2)C1 (stereo unspecified)	.	3%	.	.	-3%	.	-3%	-1.3%	.	-1.3%	.
CC1CCCCC1NC(=O)Cn1nc(-c2ccccc2)ccc1=O (stereo unspecified)	i	1%	-3%	i	-2%	i	0%	-0.5%	i	-2.2%	i
CCCSc1nc(N2CCCC2)c2c(c1C#N)CC(C)(C)OC2	?	.	.	i	.	?	.	.	i	.	?
CC1CC(C)(C)NC(=S)S1 (stereo unspecified)	i	1%	2%	i	5%	i	1%	0.6%	i	0.4%	i
CC(=O)c1cccc(NC(=O)C2CCCN(S(C)(=O)=O)C2)c1 (stereo unspecified)	i	0%	1%	i	18%	i	1%	-1.1%	i	1.1%	i
Cn1c(=O)[nH]c(=O)c2c1nc(SCC(O)CO)n2Cc1ccccc1Cl (stereo unspecified)	1.2e-08M*	?	4%	?	-3%	i	-30%	-0.3%	i	0.0%	1.6e-08M*
Cc1nnc(SCCCn2c(N3CCCCC3)nc3c2c(=O)[nH]c(=O)n3C)s1	i	-1%	1%	?	4%	?	-1%	-2.1%	i	-1.9%	i
O=S(=O)(c1ccc(Br)cc1)N1CCn2c(nc3ccccc32)C1	.	-10%	.	.	11%	.	1%	0.3%	.	0.1%	.
O=C(O)/C(Cc1cn[nH]n1)=N\O	i	-1%[11.5 µM]	.	i	10%[11.4 µM]	i	1%[11.5 µM]	0.2%[15.4 µM]	i	-0.2%[15.4 µM]	i
O=C(C1CCN(S(=O)(=O)c2cccc3cccnc23)CC1)N1CCN(C2CCCCC2)CC1	.	1%	.	.	4%	.	-2%	1.0%	.	-1.6%	.
COc1ccc(C(c2sc3nc(C)nn3c2O)N2CCCCC2)cc1 (stereo unspecified)	.	0%	.	.	10%	.	-1%	-0.1%	.	-3.3%	.
COc1ccc(-n2c(=O)c(-c3cc(F)cc(F)c3)nc3cnc(N(C)C)nc32)cc1	?	?	49%[activator]	i	-6%	i	?	-0.2%	i	-1.1%	?
O=C1[C@@H]2[C@H](C(=O)N1n1cnnc1)[C@H]1C=C[C@@H]2C1	i	.	.	i	.	i	.	.	i	.	i
CC(NC(=O)CSc1n[nH]c(=O)n1C1CC1)C12CC3CC(CC(C3)C1)C2 (stereo unspecified)	i	0%	0%	?	8%	i	0%	0.9%	i	-1.6%	i
NCS(=O)(=O)O	?	0%[11.5 µM]	.	?	2%[11.4 µM]	i	1%[11.5 µM]	-0.9%[15.4 µM]	i	-5.0%[15.4 µM]	?
C=CCNC(=O)c1cc(-c2ccc(Br)cc2)on1	i	2%	1%	i	1%	i	-2%	0.1%	i	-1.5%	i
COc1cccc(-c2cc(NCc3cccc(C)c3)ncn2)c1	i	-3%	-14%	?	?	i	-5%	-1.0%	i	-2.2%	i
CC(=O)Cc1nsc(NC(=O)c2ccc(COc3ccccc3)o2)n1	i	0%	.	?	6%	i	2%	-2.1%	i	0.6%	i
COc1cc(C2C(C#N)=C(N)Oc3cc(O)ccc32)cc2c1OCO2 (stereo unspecified)	.	2%	.	.	16%	.	-6%	-1.8%	.	-1.9%	.
Cc1nc(NC(=O)C2CC3CCCC(C2)C3=O)sc1C (stereo unspecified)	i	0%	2%	i	2%	i	-2%	-1.4%	i	-1.1%	i
O=C(O)Cc1cccc2c(=O)cc(-c3ccccc3)oc12	i	3%[11.5 µM]	.	i	3%[11.4 µM]	i	0%[11.5 µM]	-3.6%[15.4 µM]	i	-1.1%[15.4 µM]	i
CN(C)S(=O)(=O)N1CCN(c2ccc(Cl)cc2)CC1	i	0%	-2%	i	1%	i	1%	0.7%	i	-1.5%	i
C=CCNc1ncnc2c1ncn2C1OC(CO)C(O)C1O (stereo unspecified)	i	0%	-10%	?	?	i	1%	-0.4%	i	-1.9%	i
O=C(CN1C(=O)c2ccccc2C1=O)N1CCN(c2ccccn2)CC1	i	1%	0%	?	-2%	?	0%	-0.9%	i	0.3%	i
Cc1c(NS(=O)(=O)c2cccc3nsnc23)c(=O)n(-c2ccccc2)n1C	i	.	.	?	.	i	.	.	i	.	i
